# Bioassay records from PubChem.
# USP1 inh: Inhibitors of USP1/UAF1: Primary Screen; Ubiquitin carboxyl-terminal hydrolase 1 (Homo sapiens), O94782; Potency, µM (doses to about 57.1 µM), for the others: at the highest dose activity change, negative = inhibition, most hits filed as inhibitors; recombinant USP1/UAF1, Ub-Rhodamine cleavage fluorescence; 0.23% of 390,000 active; note: potency is the fitted concentration of half-maximal effect; % is set by controls: 0 for no effect and ±100 for the full control effect; nearly all actives have a fitted effect of over 60% in size; inactives centre near -12
# Target sequence (O94782 whole entry, looked up): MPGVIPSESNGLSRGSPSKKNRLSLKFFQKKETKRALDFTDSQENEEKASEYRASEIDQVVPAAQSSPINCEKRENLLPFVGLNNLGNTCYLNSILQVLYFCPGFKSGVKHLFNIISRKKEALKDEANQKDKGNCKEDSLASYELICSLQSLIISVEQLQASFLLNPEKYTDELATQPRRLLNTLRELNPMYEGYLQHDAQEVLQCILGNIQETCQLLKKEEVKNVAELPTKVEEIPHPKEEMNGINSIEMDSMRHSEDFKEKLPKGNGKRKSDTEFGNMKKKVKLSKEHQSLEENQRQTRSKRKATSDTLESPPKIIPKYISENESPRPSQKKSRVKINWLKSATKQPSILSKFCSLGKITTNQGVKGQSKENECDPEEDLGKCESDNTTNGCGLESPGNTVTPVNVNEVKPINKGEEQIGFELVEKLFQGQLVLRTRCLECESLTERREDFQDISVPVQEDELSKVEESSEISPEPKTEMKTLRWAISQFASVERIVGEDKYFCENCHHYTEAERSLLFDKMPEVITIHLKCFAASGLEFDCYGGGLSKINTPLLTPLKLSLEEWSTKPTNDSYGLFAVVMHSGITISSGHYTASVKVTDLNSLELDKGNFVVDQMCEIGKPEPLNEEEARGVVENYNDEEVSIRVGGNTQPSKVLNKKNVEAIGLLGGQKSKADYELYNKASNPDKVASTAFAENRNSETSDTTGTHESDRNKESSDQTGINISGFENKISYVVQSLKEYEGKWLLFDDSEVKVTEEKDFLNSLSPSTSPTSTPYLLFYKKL
#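 Step one: compound is pinned into 1nM USP1/UAF1 in HEPES pH 7.8 buffer with TCEP. Step two: 15 min room-temperature incubation. Step three: Ub-Rho (150nM final) starts cleavage, tracked by fluorescence over six one-minute reads.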
# TrxR1 inh: qHTS Assay for Inhibitors of Mammalian Selenoprotein Thioredoxin Reductase 1 (TrxR1): qHTS; AID 588453, 2011; Thioredoxin reductase 1, cytoplasmic (Rattus norvegicus), O89049; 1% of 390,000 active; Potency, µM (highest dose often 114 µM), for the others: at the highest dose activity change, negative = inhibition, hits mostly inhibitors; recombinant rTrxR1, NADPH fluorescence consumption, selenite substrate; note: potency is the fitted concentration of half-maximal effect; % is set by controls: 0 for no effect and ±100 for the full control effect; nearly all actives have a fitted effect of over 65% in size
#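 Rat TrxR1 (90 nM in the dispensed reagent) was pre-reduced with 400 uM NADPH for 5 min at room temperature, then incubated with compound for 15 min. After 400 uM selenite was added, NADPH fluorescence (Ex 340/Em 450 nm) was followed for 8 min.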
# mIDH1 inhibitor: qHTS for Inhibitors of mutant isocitrate dehydrogenase 1 (IDH1): qHTS | Isocitrate dehydrogenase [NADP] cytoplasmic (Homo sapiens), O75874 | IDH1-R132H enzyme, NADPH consumption, diaphorase/resazurin fluorescence | Potency, µM (highest dose often 76.6 µM), inactives show at the highest dose activity change, negative = inhibition, usual class: inhibitors | 0.093% of 390,000 active | AID 602179, 2012; note: potency is the fitted concentration of half-maximal effect; % is set by controls: 0 for no effect and ±100 for the full control effect; nearly all actives have a fitted effect of over 65% in size
#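 IDH1-R132H (0.5 ug/mL dispensed) in pH 7.5 Tris buffer was preincubated 30 min with compound, then given a substrate mix of 0.016 mM NADPH and 2 mM alpha-KG for 80 min at room temperature; remaining NADPH was read by diaphorase/resazurin fluorescence.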
# D2 antagonist: HTS Assay for Allosteric Antagonists of the Human D2 Dopamine Receptor: Primary Screen for Antagonists. D(2) dopamine receptor (Homo sapiens), P14416. HEK293 TREx D2 cells, calcium flux, dopamine EC80. inhibition, % at 10 µM. 2% of 340,000 active; in the data active = inhibition above about 30%; note: 0% is about no effect
#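 Read-out: kinetic calcium fluorescence (1 cycle/s) in inducible HEK293 T-REx D2 cells after an EC80 dopamine addition that followed 180 s compound preincubation. Loss of the dopamine response indicates antagonism.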
# Pin1 inh: qHTS Assay to Find Inhibitors of Pin1. Peptidyl-prolyl cis-trans isomerase NIMA-interacting 1 (Homo sapiens), Q13526. Pin1 FP peptide displacement, HiFluor488, 10 min. Potency, µM (titrated, usually from 115 µM), for the others: at the highest dose activity, negative = inhibition, usual class: inhibitors. 0.009% of 390,000 active; active = well fitted inhibition curve with a large enough effect in the polarisation, with a control signal flat, not every such curve was filed as active; inconclusive = small, poorly fitted or top-dose-only effect, or effect the other way, or a change in a side signal; inactive = no such curve, though single readings can be large or run the other way; the % refers to the polarisation; note: potency is the fitted concentration of half-maximal effect; % is set by controls: 0 for no effect and ±100 for the full control effect
# Target sequence (Q13526 whole entry, looked up): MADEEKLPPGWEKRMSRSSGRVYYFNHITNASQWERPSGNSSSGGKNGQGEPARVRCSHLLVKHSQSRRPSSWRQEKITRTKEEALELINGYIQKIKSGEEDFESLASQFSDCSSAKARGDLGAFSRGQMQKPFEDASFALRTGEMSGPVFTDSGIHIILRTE
# TrxR1 substrate: qHTS Assay for Substrates of Mammalian Selenoprotein Thioredoxin Reductase 1 (TrxR1): qHTS | AID 588456, 2011 | 0.01% of 390,000 active | Thioredoxin reductase 1, cytoplasmic (Rattus norvegicus), O89049 | Potency, µM (titrated, usually from 114 µM), for the others: top-dose activity change, negative = substrate turnover | purified TrxR1 substrate turnover, NADPH consumption readout; note: potency is the fitted concentration of half-maximal effect; % is set by controls: 0 for no effect and ±100 for the full control effect; nearly all actives have a fitted effect of over 50% in size
#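 Rat TrxR1, dispensed at 90 nM, was prereduced with 400 uM NADPH (final) for 5 min at ~22 deg C, then incubated with compound 15 min before 400 uM selenite. A first-read NADPH fluorescence drop versus no-compound background flagged substrates.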
# D2 agonist: HTS Assay for Allosteric Agonists of the Human D2 Dopamine Receptor: Primary Screen for Agonists | 0.53% of 340,000 active | HEK293 T-REx D2 cells, calcium flux agonist mode | D(2) dopamine receptor (Homo sapiens), P14416 | activation, % at 2 µM;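 active = activation over 3 SD above normal in the single-dose calcium agonist read, cut at about 30% in these data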; note: 0% is about no effect
#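 Tetracycline-induced HEK293 Trex cells with D2 receptor force-coupled to calcium signaling, plated overnight at 30 C and loaded with no-wash calcium dye. Calcium flux read kinetically for 180 s after compound addition; responses flag agonists.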
# TRHR ag: qHTS for Small Molecule Agonists and Allosteric Enhancers of Human TRH Receptor: Primary Screen for Agonists; Thyrotropin-releasing hormone receptor (Homo sapiens), P34981; TRHR cells, calcium flux fluo-8, FDSS agonist mode; activation, % at 2 µM; 0.18% of 360,000 active; AID 493084, 2011; in the data active = activation above about 30%; note: 0% is about no effect
#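 Read-out: compound-evoked intracellular calcium rise in TRHR cells, fluo-8 dye, kinetic FDSS fluorescence at 1 s/cycle following a 10-cycle baseline. Cells cultured overnight before dye loading (30 min–1.5 h, RT).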
# TRHR PAM: qHTS for Small Molecule Agonists and Allosteric Enhancers of Human TRH Receptor: Primary Screen for Enhancers | 0.66% of 360,000 active | TRHR cells, fluo-8 calcium fluorescence, EC20 TRH enhancement | Thyrotropin-releasing hormone receptor (Homo sapiens), P34981 | enhancement, % at 2 µM; in the data active = enhancement above about 30%; note: 0% is about no effect
#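 Enhancer read-out: after compound pinning and an initial kinetic agonist-mode read, an EC20 of TRH (10 nM final) was injected and fluo-8 calcium signal (Ex 480/Em 530) followed at 1 s/cycle for 100 cycles in TRHR-expressing cells.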
# * marks the source's active call; other numbers are inactive results; ? = inconclusive; · = not tested or not shown; & = joins results of further samples; [ ] = another dose, or the depositor's remark. Unless noted, calls come from the whole dose curve; as a rule, active = well fitted inhibition curve with a large enough effect; inconclusive = small, poorly fitted or top-dose-only effect; inactive = no such curve, though single readings can be large or run the other way. An excerpt; rates above refer to the full screens.
SMILES,USP1 inh,TrxR1 inh,mIDH1 inhibitor,D2 antagonist,Pin1 inh,TrxR1 substrate,D2 agonist,TRHR ag,TRHR PAM
Cc1ccc(C)c(N2CCN(C(=O)CCS(=O)(=O)c3ccc4c(c3)CC(=O)N4C)CC2)c1,-7%,-18%[57.1 µM],0%,·,23%,2%[57.1 µM],-0.2,0.1,-5
O=C(Cn1cnc2c(cnn2-c2ccccc2)c1=O)OCc1ccccc1,-24%,11%[57.1 µM],-3%,-8,0%,10%[57.1 µM],-0.2,-0.2,-1
COc1ccc(NC(=O)CSc2ncn(-c3ccccc3)n2)cc1Cl,-13%,7%,17%,11,0%,0%,-0.3,-1.5,-6
CCC(C)N1CC(O)=C(c2nc3ccccc3[nH]2)C1=N (stereo unspecified),-3%,10%,2%,-3,3%,-4%[57.1 µM],0.7,-0.2,11
CCN(CC)S(=O)(=O)c1ccc(NC(=O)CCc2c(C)nc3cc(-c4ccc(Cl)cc4)nn3c2C)cc1,-8%,49%[activator],-18%,·,6%,85%[activator],-0.6,-0.4,13
COc1ccc(CCCc2nc3ccccc3[nH]2)cc1,-4%,14%,13%,-4,-14%,4%,0.0,0.2,4
CCc1ccc([C@@H]2CC=C(C(=O)O)[C@H](c3ccccc3F)N2S(=O)(=O)c2ccc(C)cc2)cc1,4%,6%,-8%,5,-23%,-5%,0.1,-0.2,-4
CCc1ccc(NC(=O)Cn2c(=O)n(CCCCC(=O)NCCc3ccccc3)c(=O)c3ccccc32)cc1,-22%,17%,-7%,·,-1%,0%,·,-0.1,8
CC(C)(C)OC(=O)C[C@@H]1C/C=C\C[C@H](CC(=O)N(CCO)Cc2ccccc2)C(=O)N[C@@H](Cc2ccccc2)COC1=O,-28%,9%,4%,·,0%,5%,·,·,·
COc1cc(C(=O)NC(C)c2ccc(-n3ccnc3)cc2)cc(OC)c1C (stereo unspecified),?,10%[57.1 µM],5%,8,1%,4%[57.1 µM],-1.1,-1.5,16
Cc1nc(NC(=O)c2ccncc2)sc1C(=O)N(C)C,-2%,3%,-12%,-1,-2%,-9%,-0.1,0.5,1
O=C(Cn1c(=O)n(-c2cccc(Cl)c2)c(=O)n1CC(=O)N1CCCCC1)N1CCCCC1,-18%,16%[57.1 µM],10%,-4,-10%,3%,1.5,-0.3,-2
CCN(CC)C(=O)CP(=O)(c1ccccc1)c1ccccc1,-20%,5%[57.1 µM],-1%,10,-1%,5%[57.1 µM],-0.1,-0.2,9
O=C(OCC(=O)N1CCCCC1)c1cc2ccccc2cc1O,-8%,6%[57.1 µM],2%,-13,0%,5%[57.1 µM],0.1,0.0,-2
CSc1n[nH]c(=S)n1N,-23%,-5%,1%,13,-2%,7%,0.9,0.2,4
Cc1ccc2cccc(NC(=O)C(C)Oc3ccc(Cl)cc3Cl)c2n1 (stereo unspecified),4%,29%,14%,·,-3%,4%,0.2,2.8,-3
Cc1cccc(NC(=S)N2CCCN(c3ncccc3[N+](=O)[O-])CC2)c1,-13%,13%[57.1 µM],7%,-6,3%,-4%[57.1 µM],0.0,-0.1,-3
COC(=O)c1cc2sc(C)cc2n1Cc1nc(-c2ccc(C)cc2)oc1C,-23%,2%,·,·,1%,-4%,·,0.0,1
CCOc1cc(CNc2ccccc2)cc(Br)c1OCc1ccc(F)cc1,?,37%[activator][57.1 µM],5%,3,-5%,21%[57.1 µM],0.0,-0.5,10
COc1cc(NC(=O)N2c3ccccc3Sc3ccccc32)c(C(=O)O)cc1OC,-21%,-6%,18%,8,-9%,12%,0.1,-0.1,1
NS(=O)(=O)c1ccc(NC2=CC(c3ccc([N+](=O)[O-])cc3)N(c3ccc(S(N)(=O)=O)cc3)C2=O)cc1 (stereo unspecified),-9%,50µM*,-1%,-22,7%,-7%,0.1,0.2,1
CCOC(=O)CC(/C(C)=N\O)c1ccccc1 (stereo unspecified),-20%,20%,2%,1,5%,5%,2.4,1.1,1
CC(=O)N1N=C(c2cccs2)CC1c1cccc([N+](=O)[O-])c1 (stereo unspecified),4%,6%,7%,-14,-2%,-8%,-0.7,-0.8,-2
COc1ccccc1CN1CCNC(=O)C1CC(=O)NCCCN1CCCC1=O (stereo unspecified),-12%,-19%,-4%,3,-23%,2%,0.6,-0.3,2
O=C(O)Cn1c(-c2ccccc2)nc2ccccc21,-19%,28%[57.1 µM],1%,-7,-2%,14%[57.1 µM],-0.4,0.7,4
O=[N+]([O-])c1cccc(-n2cccc2/C=N/Nc2nc(N3CCCCC3)nc(N3CCCCC3)n2)c1,-22%,17%[57.1 µM],-1%,2,6%,5%[57.1 µM],0.7,0.2,-1
Oc1ccc(-c2nc3ccccc3nc2-c2ccccc2)cc1,-14%,13%,-10%,·,1%,2%,·,0.4,6
CCOC1=C/C(=C/c2c(N)n3nc(S(=O)(=O)CC)sc3nc2=O)C=CC1=O,-20%,?,-1%,6,88%[activator],?,22,33*,0
Cc1ccc(C(=O)N2CCN(c3cccc(C)c3C)CC2)o1,-9%,-16%,3%,1,1%,-3%,-0.7,-0.2,4
CCN(CC)C(=O)Cn1cnc2sc(C(=O)N3CCN(c4ccc(OC)cc4)CC3)c(C)c2c1=O,-14%,-22%,3%,-20,-2%,10%,-1.4,-0.1,5
COc1ccc(CN2CCNC(=O)C2CC(=O)NCCSc2nccn2C)c(OC)c1 (stereo unspecified),-8%,-4%,2%,-19,0%,0%,-1.8,0.5,13
Cc1nn(C(=O)/C(C#N)=C/N(C)C)c(C)c1C,-10%,38%,8%,-10,-4%,20%,0.3,0.0,-4
Cc1nc2ccc(NC(=O)c3ccc4ccccc4n3)cc2s1,-12%,8%[57.1 µM],22%,-4,7%,-7%,-1.8,0.4,-26
CCOc1cc(CNCCO)cc(Br)c1OCc1ccc(Cl)cc1,1%,11%[57.1 µM],16%,·,1%,9%[57.1 µM],·,·,·
CCN(CC)C(=O)CSc1nc2cc3c(cc2c(=O)n1CCCC(=O)NCc1ccc(OC)cc1)OCO3,-13%&-2%,10%&18%[57.1 µM],7%&29%,5,40%&7%[activator],3%&4%[57.1 µM],1.8&0.0,-1.5&-0.5,-5&3
O=c1[nH]c(-c2ccccc2)nc(-c2ccccc2)c1Cl,-16%,17%[57.1 µM],-2%,·,-1%,15%[57.1 µM],·,·,·
CCCCc1nnc(SCCSc2nnc(CCCC)n2N)n1N,-16%,-5%,-4%,22,-2%,-7%,0.9,0.5,5
COc1cc(/C=N/NC(=O)C(C)Nc2n[nH]c(=O)[nH]c2=O)ccc1O (stereo unspecified),-12%,-10%[57.1 µM],-2%,·,-13%,0%[57.1 µM],·,0.5,2
COc1ccc(C2=CC(c3ccc(Cl)cc3)n3cnnc3N2)cc1OC (stereo unspecified),-17%,4%[11.4 µM],1%,-3,?,4%[11.4 µM],-1.1,-1.0,6

# Arranged by length of the SMILES (lowest first): some entries from above
SMILES,USP1 inh,TrxR1 inh,mIDH1 inhibitor,D2 antagonist,Pin1 inh,TrxR1 substrate,D2 agonist,TRHR ag,TRHR PAM
CCOC(=O)CC(/C(C)=N\O)c1ccccc1 (stereo unspecified),-20%,20%,2%,1,5%,5%,2.4,1.1,1
O=C(OCC(=O)N1CCCCC1)c1cc2ccccc2cc1O,-8%,6%[57.1 µM],2%,-13,0%,5%[57.1 µM],0.1,0.0,-2
Cc1nc2ccc(NC(=O)c3ccc4ccccc4n3)cc2s1,-12%,8%[57.1 µM],22%,-4,7%,-7%,-1.8,0.4,-26
COc1ccc(NC(=O)CSc2ncn(-c3ccccc3)n2)cc1Cl,-13%,7%,17%,11,0%,0%,-0.3,-1.5,-6
O=C(Cn1cnc2c(cnn2-c2ccccc2)c1=O)OCc1ccccc1,-24%,11%[57.1 µM],-3%,-8,0%,10%[57.1 µM],-0.2,-0.2,-1
COc1cc(/C=N/NC(=O)C(C)Nc2n[nH]c(=O)[nH]c2=O)ccc1O (stereo unspecified),-12%,-10%[57.1 µM],-2%,·,-13%,0%[57.1 µM],·,0.5,2
O=C(Cn1c(=O)n(-c2cccc(Cl)c2)c(=O)n1CC(=O)N1CCCCC1)N1CCCCC1,-18%,16%[57.1 µM],10%,-4,-10%,3%,1.5,-0.3,-2
CCc1ccc([C@@H]2CC=C(C(=O)O)[C@H](c3ccccc3F)N2S(=O)(=O)c2ccc(C)cc2)cc1,4%,6%,-8%,5,-23%,-5%,0.1,-0.2,-4
